PPARg SRC-3 ag: PPARgamma agonists recruiting SRC-3 coactivator, primary screen, biochemical | actives 0.26% (n = 200,000) | biochemical PPARgamma/SRC-3 coactivator recruitment assay | activation, % at 8 µM | AID 731, 2007 | Peroxisome proliferator-activated receptor gamma (Homo sapiens), P37231; in the data active = activation above about 23%;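 note: 0% = DMSO and 100% = reference agonist; some compounds past the cut are filed as inactive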
PMI act satM6P: human PMI activators, high substrate, primary screen, biochemical, fluorescence intensity, near-saturating mannose 6-phosphate. activation factor at 20 µM. AID 1216, 2008. actives 0.34% (n = 190,000). coupled PMI enzyme assay, resazurin fluorescence, 20 min; stronger effect = higher value; 1 = untreated enzyme, 0 = substrate-free blank;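 active = activation factor of 2 or more at 20 µM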
Target sequence (P34949 whole entry, looked up): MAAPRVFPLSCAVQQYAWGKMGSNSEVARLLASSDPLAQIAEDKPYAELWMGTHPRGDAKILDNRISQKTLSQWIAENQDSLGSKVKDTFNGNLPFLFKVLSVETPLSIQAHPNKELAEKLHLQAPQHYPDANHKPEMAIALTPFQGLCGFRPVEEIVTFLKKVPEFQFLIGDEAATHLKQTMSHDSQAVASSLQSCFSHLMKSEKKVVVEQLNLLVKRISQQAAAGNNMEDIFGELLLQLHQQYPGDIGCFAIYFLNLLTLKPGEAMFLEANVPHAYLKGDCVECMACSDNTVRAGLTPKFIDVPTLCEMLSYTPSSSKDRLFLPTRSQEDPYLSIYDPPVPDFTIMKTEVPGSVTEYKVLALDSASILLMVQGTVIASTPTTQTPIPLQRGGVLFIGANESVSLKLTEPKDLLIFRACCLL
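Material: human phosphomannose isomerase with PGI, G6PDH, diaphorase coupling enzymes / Reagent: Man-6-P substrate 1.0 mM / Dosing: single compound dose of 20 µM, 1% DMSO final / Incubation: enzyme reaction with compound 20 min at room temperature / Signal: resorufin fluorescence (Ex 544/Em 590 nm) from resazurin via diaphorase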
Diaphorase inh: diaphorase inhibitors and chemical oxidizers, primary screen, counter-screen for diaphorase-coupled primary assays, biochemical, uHTS, resorufin fluorescence; diaphorase resazurin-to-resorufin fluorescence, NADH, 16 min; bacterial (C. kluyveri) enzyme, not human; inhibition, % at 20 µM; AID 1217, 2008; actives 0.69% (n = 190,000);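 active = primary screen inhibition at 20 µM above a set limit, cut at about 50% in these data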;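 note: plate controls were DMSO with full reaction for no effect and wells lacking NADH for full effect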
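Assay system: diaphorase enzyme from Clostridium kluyveri; Input: enzyme working solution with 0.14 U/mL diaphorase; Timing: 16 min at room temperature; Technique: resorufin fluorescence, excitation 544 nm, emission 590 nm; Benchmarks: positive control minus NADH, DMSO neutral control.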
PPARg SRC1 recr: PPARgamma agonists recruiting SRC-1 coactivator, primary screen, biochemical; Peroxisome proliferator-activated receptor gamma (Homo sapiens), P37231; PPARgamma-SRC-1 coactivator recruitment biochemical assay; activation, % at 8 µM; actives 0.41% (n = 200,000); AID 631, 2007; in the data active = activation above about 19%;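 note: 0% = DMSO and 100% = reference agonist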
ROMK mod: ROMK potassium channel modulators, primary screen, cell-based, thallium flux, MLSMR library. actives 2% (n = 130,000). AID 1918, 2009. Tet-inducible ROMK, thallium flux fluorescence; actives lie on both sides. B-score at 10 µM;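 active = signal ratio slope over the read window, or its plate-corrected B-score, at least 3 SD from the plate mean, either direction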;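 note: B-score of the F/F0 ratio slope over 7 to 12 s after thallium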
SRC2 TRFRET art: TR-FRET signal artefacts, primary screen, artefact control for PPARgamma SRC-2 agonist project, biochemical; TR-FRET artefact counter-screen; stronger effect = higher value; TR-FRET ratio at 8 µM; actives 0.4% (n = 200,000); in the data active = TR-FRET ratio above about 2000; note: inactives centre near 1500
Diaph act CS: compounds boosting diaphorase resazurin reduction – biochemical, uHTS, resorufin fluorescence, counter-screen for diaphorase-coupled primary assays, primary screen; Diaphorase/resazurin coupled assay, 16 min; stronger effect = higher value; 1 = vehicle wells, 0 = NADH-free wells; actives 0.005% (n = 190,000); activation factor at 20 µM;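 active = diaphorase activity raised at least twofold by the compound at 20 µM; inactive = activation factor below 2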
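System – purified diaphorase enzyme from Clostridium kluyveri · Input – enzyme 0.07 U/mL final · Also added – final NADH 0.114 mM, resazurin 0.1 mM · Measured by – fluorescence of resorufin, 544 nm excitation, 590 nm emission · Timing – 16 min enzyme reaction, ambient temperature · Measure – resorufin increase flagging diaphorase activators or reducers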
G6PDH CS: L. mesenteroides G6PDH inhibitors, counter-screen for G6PDH-coupled screening assays, biochemical, Leuconostoc mesenteroides enzyme | glucose-6-phosphate dehydrogenase [Leuconostoc mesenteroides] | Purified L. mesenteroides G6PDH, diaphorase/resazurin coupled fluorescence, 45 min | inhibition, % at 5 µM | actives 0.12% (n = 200,000) | AID 1020, 2008; in the data active = inhibition above about 50%
S1P3 antag: S1P3 receptor antagonists, primary screen, cell-based; Sphingosine 1-phosphate receptor 3 (Homo sapiens), Q99500; AID 485, 2006; inhibition, % at 4.98 µM; CHO S1P3 NFAT-BLA reporter, FRET fluorescence, antagonist mode; actives 0.27% (n = 170,000);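 active = inhibition above the plate cutoff, the mean inhibition of test wells on that plate plus 3 SD, cut at about 28% in these data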;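 note: cells challenged with S1P at its EC80 of 0.8 µM; blue over green emission ratio from cleaved BLA substrate after 4 h stimulation; 0% = S1P-stimulated wells and 100% = unstimulated DMSO-only wells; some compounds past the cut are filed as inactive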
Target sequence (Q99500 whole entry, looked up): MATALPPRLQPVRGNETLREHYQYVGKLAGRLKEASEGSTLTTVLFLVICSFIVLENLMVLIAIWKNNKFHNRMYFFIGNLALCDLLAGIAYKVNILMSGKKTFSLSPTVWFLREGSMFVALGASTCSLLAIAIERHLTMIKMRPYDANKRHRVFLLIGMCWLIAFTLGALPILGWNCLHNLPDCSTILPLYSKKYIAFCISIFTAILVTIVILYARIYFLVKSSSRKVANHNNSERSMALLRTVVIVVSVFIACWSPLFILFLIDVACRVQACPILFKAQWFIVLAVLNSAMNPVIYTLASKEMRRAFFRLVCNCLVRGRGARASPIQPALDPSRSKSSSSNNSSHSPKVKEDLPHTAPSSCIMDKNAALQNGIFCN
PMI act: activators of human PMI, primary screen, biochemical, fluorescence intensity, near-Km mannose 6-phosphate | Mannose-6-phosphate isomerase (Homo sapiens), P34949 | purified human PMI, coupled resazurin fluorescence, 20 min; stronger effect = higher value; 1 = vehicle control, 0 substrate-free wells | activation factor at 20 µM | actives 0.005% (n = 190,000);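 active = activation factor of 2 or more at 20 µM, relative to plate controls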
PPARg SRC2 recr: agonists of PPARg-SRC-2 recruitment, primary screen, biochemical, HTS; PPARgamma LBD-SRC-2 recruitment; AID 1032, 2008; actives 0.34% (n = 200,000); Peroxisome proliferator-activated receptor gamma (Homo sapiens), P37231; activation, % at 8 µM; in the data active = activation above about 22%;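 note: 0% = vehicle and 100% = reference agonist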
An asterisk follows results filed as active; . = not tested or not shown.

SMILES	PPARg SRC-3 ag	PMI act satM6P	Diaphorase inh	PPARg SRC1 recr	ROMK mod	SRC2 TRFRET art	Diaph act CS	G6PDH CS	S1P3 antag	PMI act	PPARg SRC2 recr
COc1ccc(N2C(=O)C(Cl)=C(NCc3ccccc3)C2=O)cc1	-4.5	1	9.3	-0.1	-0.278	1296	0.9	7.9	.	1.1	-2.8
CC1CCN(C(=S)Nc2ccc(F)cc2)CC1	3.6	1.1	1.0	2.0	.	1434	1	5.7	7.4	1.2	-0.5
COc1cc(/C=N/NC(=O)C(N)=O)ccc1OC(=O)c1cccs1	-1.0	1	6.8	-3.1	0.84	1390	0.9	-3.4	-16.0	1	-10.2
CN(CCc1ccccn1)C(=O)CCC1CCCN(C(=O)NC2CCCCC2)C1 (stereo not given)	0.7	1	8.3	-3.9	0.13	1403	0.9	5.2	2.7	0.9	-2.1
CC(C)CC(NS(=O)(=O)c1cccc(C(=O)O)c1)C(=O)O (stereo not given)	-1.4	1.2	-7.6	12.8	-0.198	1556	1.1	7.3	-3.2	1.2	-11.4
CCOC(=O)Cn1c(CN(Cc2ccccc2)Cc2ccccc2)nc2c1c(=O)[nH]c(=O)n2C	-0.4	0.9	22.0	3.7	.	1625	0.8	5.2	-42.3	0.9	0.1
COc1cc([N+](=O)[O-])cc(/C=N/NC(=O)C(C)Nc2cccc(C)c2)c1O (stereo not given)	1.2	0.9	39.2	-6.3	.	1456	0.6	12.7	-15.7	0.8	2.5
CCCCn1cnc2c([nH]c3cc(OC)ccc32)c1=O	-10.1	1	10.5	-1.0	.	1552	0.9	0.4	.	0.9	7.2
O=C(NCc1ccco1)C(c1ccncc1)N(C(=O)Cc1cccs1)c1ccccc1 (stereo not given)	6.1	1	6.0	1.6	0.0829	1762	0.9	8.6	-1.6	0.9	-0.8
Cc1cc(C)nc(SCc2nnc(SCC#N)n2-c2cccc(Cl)c2)n1	-1.2	1	8.2	-4.2	.	1734	0.9	3.3	-0.7	1	-0.7
COc1ccc(CC(=O)OCC(=O)Nc2ccc(Cl)cn2)cc1	14.2	1	4.1	2.8	-0.352	1585	1	5.8	.	1	4.1
CCN(CC)S(=O)(=O)c1ccc2c(c1)nc(SCn1nnc3ccccc3c1=O)n2CC	0.2	1	28.7	0.8	0.889	1563	0.7	-6.3	.	0.9	-3.7
Cc1ccc(-c2cc(C(=O)Nc3nn[nH]n3)c3ccccc3n2)c(C)c1	-4.9	1.1	13.9	0.3	.	1494	0.9	1.1	.	1	3.9
COc1ccc(OC)c(S(=O)(=O)NCc2cccnc2)c1	-12.3	0.9	12.8	-10.8	.	1462	0.9	-7.6	-7.5	0.9	1.4
CC/C(=N\NC(=O)c1ccc(Br)cc1)c1ccccc1	0.8	1.1	0.8	-0.9	1.72	1634	1	9.1	-4.2	1.1	8.4
Cc1ccc(C(=O)Nc2ccc3c(c2)CCC3)o1	8.3	1	-3.9	11.9	-0.73	1715	1	-0.2	39.2	0.9	3.8
COc1cccc(-c2cc(C(=O)N3CCN(C(c4ccccc4)c4ccccc4)CC3)no2)c1	-1.5	1	17.9	8.1	.	1692	0.8	-2.3	25.4	0.9	4.5
Cc1ccn2c(Nc3ccc4c(c3)OCO4)c(-c3ccccn3)nc2c1	5.4	0.9	8.7	5.8	-0.0961	1661	0.9	20.2	-3.4	0.9	5.1
Cn1c(=O)cc(OCCCC(=O)NCCC2=CCCCC2)c2ccccc21	2.5	1	15.0	8.2	.	1311	0.8	1.0	-6.8	1.1	8.7
COc1ccc(-c2csc(NC(=O)c3ccccc3NS(=O)(=O)c3ccc(C)cc3)n2)cc1	5.0	1.1	21.7	7.5	.	1594	0.8	-0.5	-5.6	0.9	10.7

A section from the list above, for reference:
SMILES	PPARg SRC-3 ag	PMI act satM6P	Diaphorase inh	PPARg SRC1 recr	ROMK mod	SRC2 TRFRET art	Diaph act CS	G6PDH CS	S1P3 antag	PMI act	PPARg SRC2 recr
Cn1c(=O)cc(OCCCC(=O)NCCC2=CCCCC2)c2ccccc21	2.5	1	15.0	8.2	.	1311	0.8	1.0	-6.8	1.1	8.7
COc1ccc(-c2csc(NC(=O)c3ccccc3NS(=O)(=O)c3ccc(C)cc3)n2)cc1	5.0	1.1	21.7	7.5	.	1594	0.8	-0.5	-5.6	0.9	10.7

Next section
SMILES	PPARg SRC-3 ag	PMI act satM6P	Diaphorase inh	PPARg SRC1 recr	ROMK mod	SRC2 TRFRET art	Diaph act CS	G6PDH CS	S1P3 antag	PMI act	PPARg SRC2 recr
COc1ccc(C(=O)C(Cc2cc(C(C)=O)ccc2OC)N2CCCC2)cc1 (stereo not given)	-0.6	1	-1.4	-1.2	-0.00612	1433	1	1.3	-8.3	0.9	-6.6
CC1=C(C(=O)Nc2ccccn2)C(c2ccc3c(c2)OCO3)C2=C(CC(C)(C)CC2=O)N1 (stereo not given)	-1.1	1	8.1	0.8	-0.376	1517	0.9	1.0	-9.2	1.1	-1.7
COCC(C)NC(=O)c1cc(-c2ccccc2OC)on1 (stereo not given)	-0.2	1.1	-1.2	0.9	0.814	1508	1	10.2	18.5	1.1	3.9
O=C(O)C1CC=CCC1C(=O)NCc1ccc2c(c1)OCO2 (stereo not given)	-2.8	1	3.8	2.6	-0.373	1548	1	-3.3	.	1	6.8
COc1ccccc1C(c1nnnn1CCc1ccccc1)N1CCCCCC1 (stereo not given)	-1.8	1	13.0	4.1	-0.257	1633	0.9	13.2	.	0.9	-4.4
O=C(CN1CCCCCCC1)N/N=C/c1ccccc1F	-2.3	1.1	-4.6	-1.6	.	1384	1	-2.7	-8.8	1.2	-7.6
CCOC(=O)CSC1=C(C#N)C(c2ccc(Cl)cc2)CC(=O)N1 (stereo not given)	11.1	0.8	14.5	-1.0	.	1687	0.9	0.0	-17.9	1	0.8
O=C(CSc1nc(O)c(C2CCCCC2)c(=O)[nH]1)Nc1ccc(Cl)cc1	2.2	1.1	18.2	8.4	.	1590	0.8	-11.7	-41.2	1	5.7
COc1ccc(-n2cc(C#N)c(=O)[nH]c2=O)cc1	-1.8	1	2.4	3.7	-0.0206	1522	1	25.7	-13.2	1.1	1.6
Cn1c(NC(=O)c2cc(-c3ccc4c(c3)OCO4)nc3ccccc23)cc(=O)n(C)c1=O	6.8	0.9	15.8	-8.5	.	1486	0.8	9.1	-4.3	0.9	-3.3
COc1ccc(O)c(-c2cn[nH]c2-c2cccs2)c1	-2.5	0.9	21.5	-6.7	.	1483	0.8	-0.5	3.0	0.8	1.6
O=C(Nc1ccc2c(c1)OCCO2)C1CCCN(S(=O)(=O)c2cccnc2)C1 (stereo not given)	5.8	0.9	7.6	6.5	.	1374	0.9	-2.5	-6.8	0.9	0.0
Cc1cc(C)nc(SCC(=O)N2CCOCC2)n1	0.9	0.9	15.7	3.9	.	1470	0.8	-1.5	-0.8	0.9	1.4
COc1cccc(Cn2cnc3c([N+](=O)[O-])c(C)c(C)cc32)c1	0.0	1	10.3	1.7	-1.65	1668	0.9	1.6	-3.3	0.9	3.0
COc1ccc2nc(SCC(=O)c3ccco3)[nH]c2c1	5.4	1.1	12.0	-7.3	.	1463	0.9	-1.1	.	1.1	7.7
C/C(=N/NC(=O)c1sc(=S)n(C)c1C)c1ccccc1	0.3	1.1	3.5	-0.3	.	1542	1	-14.2	11.7	1	-1.6
O=C(CCN1CCN(c2ccccc2)CC1)NNC(=S)Nc1ccccc1	3.9	0.8	20.6	-6.0	.	1532	0.8	-2.3	6.6	0.9	4.8
O=C1C(C=NCCCN2CCOCC2)=C(O)c2ccccc21	-7.4	1	11.7	-5.4	0.5	1579	0.9	-4.4	-23.4	1	3.9
CC1C(O)=C(c2nc3ccccc3[nH]2)C(=N)N1c1ccccc1 (stereo not given)	1.6	1	15.1	-3.9	-0.282	1651	0.8	1.3	1.2	0.9	1.8
O=C(CSc1nnc(SCc2ccc(Cl)cc2)s1)N1CCN(C(=O)c2ccco2)CC1	13.9	1	15.1	3.3	-1.59	1551	0.8	-46.1	4.3	0.9	13.8
CCN(CC)CCNC(=O)c1cccc(NC(=O)C(=O)c2ccccc2NC(C)=O)c1	-3.6	1	9.2	-8.0	0.568	1489	0.9	1.4	-2.8	1	3.9
CC(C)NC(=O)/C(C#N)=C/c1cccc(NC(=O)c2ccccc2Cl)c1	3.6	1	11.1	2.5	.	1770	0.9	6.4	6.0	1	8.6
Cc1cc(C(=O)OCC(=O)N(C)C2CCS(=O)(=O)C2)c(C)n1-c1ccccc1 (stereo not given)	1.7	1	13.2	2.3	.	1491	0.9	-3.7	8.0	1	-0.8
CNc1ccccc(-c2ccc3cc4c(cc3n2)OCO4)c1=O	3.9	0.7	31.0	9.3	-1.77	1473	0.7	18.7	2.2	1.2	0.4
CCNc1nc(NCC)n2c(SCC(=O)O)nnc2n1	-6.5	1	10.1	5.8	0.103	1425	0.9	1.7	-9.2	0.9	-3.0
CCN(c1ccccc1)S(=O)(=O)c1ccc(OC)c(NC(=O)Cn2cnc3c2c(=O)n(C)c(=O)n3C)c1	-0.1	1	6.6	3.8	0.218	1529	0.9	5.7	-2.6	1	-1.7
CCCOc1ccccc1Cn1c(=O)oc2ccc(C)cc21	1.0	0.9	17.8	-5.8	-0.165	1600	0.8	0.0	.	0.8	0.1
CC1N(C)c2cc(NC(=O)c3cccs3)c(P(=O)(Nc3ccc([N+](=O)[O-])cc3)N3CCOCC3)cc2C1(C)C (stereo not given)	12.1	0.9	27.1	10.0	-0.774	1527	0.7	-4.8	10.6	0.9	5.5

Individual results from the entries so far:
Result for Cc1ccn2c(Nc3ccc4c(c3)OCO4)c(-c3ccccn3)nc2c1 in PPARg SRC2 recr: 5.1
Result for CCN(c1ccccc1)S(=O)(=O)c1ccc(OC)c(NC(=O)Cn2cnc3c2c(=O)n(C)c(=O)n3C)c1 in PPARg SRC1 recr: 3.8

High-throughput results deposited in PubChem BioAssay by several laboratories.
